Assay outcomes deposited in PubChem BioAssay by several laboratories.
APP 5'UTR act: APP 5'UTR luciferase reporter activation; SH-SY5Y APP 5'UTR luciferase reporter, luminescence; zero percent = DMSO vehicle wells; activation, % at 2 µM; actives 1% (n = 190,000); AID 1276;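 active means activation above a set limit, based on mean plus 3 SD of controls, cut at about 140% in these data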; further: values of inactives mirror those of a sister screen read the other way
Diaphorase inh: inhibits diaphorase or chemically oxidizes, flagging diaphorase assay artifacts; diaphorase resazurin-to-resorufin fluorescence, NADH, 16 min; bacterial (C. kluyveri) enzyme, not human; inhibition, % at 20 µM; actives 0.69% (n = 190,000); AID 1217;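 active means primary screen inhibition at 20 µM above a set limit, cut at about 50% in these data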;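 further: plate controls were DMSO with full reaction for no effect and wells lacking NADH for full effect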
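System: Bacterial diaphorase enzyme (C. kluyveri) | Incubation: 16-min room-temperature incubation before reading | Benchmarks: No-NADH positive control and DMSO neutral control | Measured by: Resorufin fluorescence 544/590 nm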
APP 5UTR inh: APP translation inhibition; SH-SY5Y APP 5'UTR-luciferase reporter, luminescence; inhibition, % at 2 µM; actives 0.82% (n = 190,000); AID 1285;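 active means inhibition above a set limit, derived from the sample mean plus 3 SD, cut at about 45% in these data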; further: values of inactives mirror those of a sister screen read the other way
TLR4-MyD88 BLA: TLR4-MyD88 interaction inhibition in cells. O00206+Q99836. HeLa CL3-4 TLR4/MyD88 BLA complementation, FRET ratio. inhibition, % at 8.4 µM. actives 0.18% (n = 200,000); in the data active means inhibition above about 25%;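 further: 0% = vehicle and 100% = reference inhibitor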
G6PDH CS: inhibits Leuconostoc G6PDH, flagging false hits in G6PDH-based assays | AID 1020 | actives 0.12% (n = 200,000) | inhibition, % at 5 µM | Purified L. mesenteroides G6PDH, diaphorase/resazurin coupled fluorescence, 45 min; in the data active means inhibition above about 50%
STAT1 activator: STAT1 signaling activation; activation (% of control), % at 5.5 µM; AID 932; NIH 3T3 STAT1-luciferase reporter, IFN-gamma, luminescence; 100% = IFN-gamma alone, no compound; actives 2.6% (n = 200,000);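 active means activation above the screen-wide mean activation plus 3 SD, cut at about 130% in these data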;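 further: raw ratio to IFN-gamma control signal so 100% means no change and 0% no light; values of inactives mirror those of a sister screen read the other way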
Diaphorase act: activates diaphorase or chemically reduces, flagging diaphorase assay artifacts; Diaphorase/resazurin coupled assay, resorufin fluorescence, 16 min; hits give high values; 1 = vehicle wells, 0 = NADH-free wells; activation factor at 20 µM; actives 0.005% (n = 190,000); AID 1229;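 active means diaphorase activity raised at least twofold by the compound at 20 µM; inactive means activation factor below 2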
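Measured by – red resorufin fluorescence at 544/590 nm excitation/emission · Test system – Clostridium kluyveri diaphorase, purified enzyme · Incubation – reaction time 16 min, room temperature · Buffer or medium – 50 mM HEPES pH 7.4 with 4.542 mM MgCl2, 0.005% Tween 20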
NF-kB neuron act: raises NF-kB expression in human neuronal cells. NF-kB reporter expression; hits give high values. fold change at 12.5 µM. actives 1.6% (n = 190,000); in the data active means fold change above about 3.3
FLuc inh counter: counter-screen for luciferase assay inhibitors: firefly luciferase inhibition; P08659; inhibition, % at 10 µM; actives 1.5% (n = 200,000); ATPLite firefly luciferase biochemical luminescence, 10 min;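 active means inhibition above about 50% when tested at 10 µM, limit read from the data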
Target sequence (P08659 whole entry, looked up): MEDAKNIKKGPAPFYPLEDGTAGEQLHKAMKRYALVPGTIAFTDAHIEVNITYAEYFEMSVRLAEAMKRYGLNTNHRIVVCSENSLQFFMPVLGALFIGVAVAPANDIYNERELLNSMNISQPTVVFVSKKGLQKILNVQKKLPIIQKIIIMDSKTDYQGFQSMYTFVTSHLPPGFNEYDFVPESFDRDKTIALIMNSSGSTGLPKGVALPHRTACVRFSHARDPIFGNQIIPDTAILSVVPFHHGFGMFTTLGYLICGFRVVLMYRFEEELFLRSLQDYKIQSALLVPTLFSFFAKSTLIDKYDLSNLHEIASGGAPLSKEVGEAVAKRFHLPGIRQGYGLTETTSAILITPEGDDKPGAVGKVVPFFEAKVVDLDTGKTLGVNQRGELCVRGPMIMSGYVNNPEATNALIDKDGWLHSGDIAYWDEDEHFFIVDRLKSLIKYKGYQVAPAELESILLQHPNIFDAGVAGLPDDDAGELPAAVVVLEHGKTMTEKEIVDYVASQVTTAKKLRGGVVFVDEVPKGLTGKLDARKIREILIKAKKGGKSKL
FLuc stim CS: affects firefly luciferase, flagging false hits in luciferase stimulation screens. P08659. ATPlite luciferase biochemical, luminescence, 10 min; 0 = ATP-free wells, 1 = DMSO control. activation factor at 10 µM. 200,000 tested, under 10 active. AID 1027;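 active means luciferase activation factor, scaled between plate controls, of at least 2 with compound at 10 µM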
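Assay system: Luciferase/luciferin detection reagent, cell-free biochemical luciferase assay / Also added: ATP substrate / Schedule: 10 min at ambient temperature / Measured by: luminescence measurement of luciferase light output / Benchmarks: low control with PBS replacing ATP, high control enzyme plus ATP without compound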
Starred values were filed as active, the others as inactive.

A first look, two compounds:
CCOC(=O)C1CCCN(C(=O)c2cc(-c3ccccc3)nc3ccccc23)C1 (stereo not drawn) was read as APP 5'UTR act 0, Diaphorase inh 18, APP 5UTR inh 0, TLR4-MyD88 BLA 6, G6PDH CS 1, STAT1 activator 87, Diaphorase act 0.8, NF-kB neuron act 1.1, FLuc inh counter 1 and FLuc stim CS 1.
CCc1nc(SCC(=O)NCCc2ccccc2)n[nH]1 was read as APP 5'UTR act -14, Diaphorase inh 18, APP 5UTR inh 14, TLR4-MyD88 BLA -7, G6PDH CS 12, STAT1 activator 110, Diaphorase act 0.8, NF-kB neuron act 1.1, FLuc inh counter -5 and FLuc stim CS 1.1.

The whole of this part, from the first entry:
CCOC(=O)C1CCCN(C(=O)c2cc(-c3ccccc3)nc3ccccc23)C1 (stereo not drawn) was read as APP 5'UTR act 0, Diaphorase inh 18, APP 5UTR inh 0, TLR4-MyD88 BLA 6, G6PDH CS 1, STAT1 activator 87, Diaphorase act 0.8, NF-kB neuron act 1.1, FLuc inh counter 1 and FLuc stim CS 1.
CCc1nc(SCC(=O)NCCc2ccccc2)n[nH]1 was read as APP 5'UTR act -14, Diaphorase inh 18, APP 5UTR inh 14, TLR4-MyD88 BLA -7, G6PDH CS 12, STAT1 activator 110, Diaphorase act 0.8, NF-kB neuron act 1.1, FLuc inh counter -5 and FLuc stim CS 1.1.
For CC1Cc2ccccc2N1C(=O)Cn1c(=O)oc2cc(S(=O)(=O)NC3CCCC3)ccc21 (stereo not drawn) the results were APP 5'UTR act -7, Diaphorase inh 25, APP 5UTR inh 7, TLR4-MyD88 BLA 0, G6PDH CS 15, STAT1 activator 94, Diaphorase act 0.8, NF-kB neuron act 0.64, FLuc inh counter 2 and FLuc stim CS 1.
Cc1ccc(NC(=O)c2cc(NC(=O)CCC(=O)O)ccc2N2CCCCC2)cc1 was read as APP 5'UTR act -11, Diaphorase inh 2, APP 5UTR inh 11, TLR4-MyD88 BLA -2, G6PDH CS 9, STAT1 activator 97, Diaphorase act 1, NF-kB neuron act 1.4, FLuc inh counter 0 and FLuc stim CS 1.
CCOc1cc(C(=O)N/N=C/C(Br)=C/c2ccccc2)cc(OCC)c1OCC was read as APP 5'UTR act -90, Diaphorase inh 7, APP 5UTR inh 90*, TLR4-MyD88 BLA -9, G6PDH CS 2, STAT1 activator 97, Diaphorase act 0.9, NF-kB neuron act 2.1, FLuc inh counter -6 and FLuc stim CS 1.1.
`COC(=O)CSc1nnc(CNS(=O)(=O)c2ccc(C)cc2)n1C` gave APP 5'UTR act 13, Diaphorase inh -13, APP 5UTR inh -13, TLR4-MyD88 BLA -10, G6PDH CS 6, STAT1 activator 102, Diaphorase act 1.1, NF-kB neuron act 1, FLuc inh counter -6 and FLuc stim CS 1.1.
`COc1cccc(NC(=S)N(CCCN2CCOCC2)C(C)c2cc3cccc(OC)c3o2)c1` (stereo not drawn) gave APP 5'UTR act 3, Diaphorase inh 4, APP 5UTR inh -3, TLR4-MyD88 BLA -13, G6PDH CS 5, STAT1 activator 90, Diaphorase act 1, NF-kB neuron act 1, FLuc inh counter -2 and FLuc stim CS 1.
`CCS(=O)(=O)Nc1c(C(=O)OC)[nH]c2ccccc12` gave APP 5'UTR act 6, Diaphorase inh -6, APP 5UTR inh -6, TLR4-MyD88 BLA 3, G6PDH CS 2, STAT1 activator 86, Diaphorase act 1.1, NF-kB neuron act 1.2, FLuc inh counter 0 and FLuc stim CS 1.
Screening Cc1cc(F)c(F)c(C(=O)N2CCOCC2)c1Cl returned APP 5'UTR act 2, Diaphorase inh 17, APP 5UTR inh -2, TLR4-MyD88 BLA 2, G6PDH CS 0, STAT1 activator 95, Diaphorase act 0.8, NF-kB neuron act 1.1, FLuc inh counter -7 and FLuc stim CS 1.1.
`CN(C(=O)CO/N=C/c1ccc(Cl)cc1)c1ccccc1` gave APP 5'UTR act -12, Diaphorase inh 14, APP 5UTR inh 12, TLR4-MyD88 BLA 4, G6PDH CS 13, STAT1 activator 107, Diaphorase act 0.9, NF-kB neuron act 1.5, FLuc inh counter -6 and FLuc stim CS 1.1.
Screening COc1ccc(C2C(C(=O)c3sc(C)nc3C)=C(O)C(=O)N2CCN(C)C)cc1 (stereo not drawn) returned APP 5'UTR act 3, Diaphorase inh 28, APP 5UTR inh -3, TLR4-MyD88 BLA 7, G6PDH CS -3, STAT1 activator 95, Diaphorase act 0.7, NF-kB neuron act 1.4, FLuc inh counter -5 and FLuc stim CS 1.1.
For O=C1CCC/C(=N\NC(=O)c2ccc(COc3ccccc3-c3ccccc3)cc2)C1 the results were APP 5'UTR act 5, Diaphorase inh 16, APP 5UTR inh -5, TLR4-MyD88 BLA -5, G6PDH CS 0, STAT1 activator 95, Diaphorase act 0.8, NF-kB neuron act 1.2, FLuc inh counter -3 and FLuc stim CS 1.
`COc1ccc(NC(=O)C(CC(=O)O)Cc2ccccc2)cc1` (stereo not drawn) gave APP 5'UTR act -8, Diaphorase inh -6, APP 5UTR inh 8, TLR4-MyD88 BLA -4, G6PDH CS 5, STAT1 activator 98, Diaphorase act 1.1, NF-kB neuron act 0.93, FLuc inh counter -4 and FLuc stim CS 1.
O=C(Nc1cccc(Cl)c1)c1ccc2c(c1)SC1=NS(=O)(=O)CCN12 was read as APP 5'UTR act 18, Diaphorase inh 4, APP 5UTR inh -18, TLR4-MyD88 BLA 2, G6PDH CS 1, STAT1 activator 89, Diaphorase act 1, NF-kB neuron act 1.1, FLuc inh counter -4 and FLuc stim CS 1.
Screening Cc1cc(C(c2nnnn2Cc2ccccc2)N2CCOCC2)c(C)n1-c1ccc2c(c1)OCO2 (stereo not drawn) returned APP 5'UTR act 50, Diaphorase inh 25, APP 5UTR inh -50, TLR4-MyD88 BLA 7, G6PDH CS 11, STAT1 activator 94, Diaphorase act 0.7, NF-kB neuron act 1.3, FLuc inh counter -6 and FLuc stim CS 1.1.
Cc1ccc(/C=C/C(=O)NC(C)c2ccccc2)cc1 (stereo not drawn) was read as APP 5'UTR act -1, Diaphorase inh 12, APP 5UTR inh 1, TLR4-MyD88 BLA -13, G6PDH CS 2, STAT1 activator 92, Diaphorase act 0.9, NF-kB neuron act 1.1, FLuc inh counter 6 and FLuc stim CS 0.9.
CCC(CC)C(=O)c1c[nH]c(C(=O)NCc2ccccn2)c1 was read as APP 5'UTR act -16, Diaphorase inh 2, APP 5UTR inh 16, TLR4-MyD88 BLA -8, G6PDH CS 5, STAT1 activator 100, Diaphorase act 1, NF-kB neuron act 1.3, FLuc inh counter -8 and FLuc stim CS 1.1.
`CN(Cc1nc(CCc2ccccc2)no1)Cc1cccs1` gave APP 5'UTR act 7, Diaphorase inh 8, APP 5UTR inh -7, TLR4-MyD88 BLA 3, G6PDH CS 13, STAT1 activator 112, Diaphorase act 0.9, NF-kB neuron act 1, FLuc inh counter -1 and FLuc stim CS 1.
CCOC(=O)CN(C(=O)CSc1nnc(Cc2ccccc2)n1-c1ccc(C)cc1)c1ccccc1 was read as APP 5'UTR act 17, Diaphorase inh 22, APP 5UTR inh -17, TLR4-MyD88 BLA 0, G6PDH CS 7, STAT1 activator 100, Diaphorase act 0.8, NF-kB neuron act 1, FLuc inh counter -7 and FLuc stim CS 1.1.
Screening O=C1c2ccccc2C(Nc2ccc3nc(-c4cccnc4)[nH]c3c2)N1Cc1ccco1 (stereo not drawn) returned APP 5'UTR act -1, Diaphorase inh 22, APP 5UTR inh 1, TLR4-MyD88 BLA 0, G6PDH CS -7, STAT1 activator 98, Diaphorase act 0.8, NF-kB neuron act 0.45, FLuc inh counter -3 and FLuc stim CS 1.
CC(C)(C)c1ccc(NC(=O)COC(=O)CCN2C(=O)c3cccc([N+](=O)[O-])c3C2=O)cc1 was read as APP 5'UTR act 12, Diaphorase inh 7, APP 5UTR inh -12, TLR4-MyD88 BLA 5, G6PDH CS 7, STAT1 activator 100, Diaphorase act 0.9, NF-kB neuron act 1.4, FLuc inh counter -2 and FLuc stim CS 1.
For O=C(O)CCC(NC(=O)C1CCCN1C(=O)OCc1ccccc1)C(=O)O (stereo not drawn) the results were APP 5'UTR act 6, Diaphorase inh -16, APP 5UTR inh -6, TLR4-MyD88 BLA -10, G6PDH CS 17, STAT1 activator 105, Diaphorase act 1.2, NF-kB neuron act 1.1, FLuc inh counter -4 and FLuc stim CS 1.
`C=CCn1c2ccccc2c2nnc(SC(CC)C(=O)Nc3sc4c(c3C#N)CCCC4)nc21` (stereo not drawn) gave APP 5'UTR act -5, Diaphorase inh 25, APP 5UTR inh 5, TLR4-MyD88 BLA 3, G6PDH CS -3, STAT1 activator 92, Diaphorase act 0.7, NF-kB neuron act 0.9, FLuc inh counter -5 and FLuc stim CS 1.
`Cc1ccc(-c2nc3ccccc3c(=O)n2NC(=S)N(C)C)cc1` gave APP 5'UTR act 0, Diaphorase inh 7, APP 5UTR inh 0, TLR4-MyD88 BLA 2, G6PDH CS 0, STAT1 activator 103, Diaphorase act 0.9, NF-kB neuron act 1.1, FLuc inh counter -3 and FLuc stim CS 1.
For CN(C1CCCCC1)S(=O)(=O)c1ccc2c(c1)c(=O)c(C(=O)NCCCN1CCCC1)cn2C the results were Diaphorase inh 21, TLR4-MyD88 BLA -9, G6PDH CS -5, STAT1 activator 101, Diaphorase act 0.8, NF-kB neuron act 1.1, FLuc inh counter -9 and FLuc stim CS 1.1.
COc1ccc(N/C(=N\c2nc(C)cc(C)n2)NC(=O)C(C)C)cc1OC was read as APP 5'UTR act -3, Diaphorase inh 5, APP 5UTR inh 3, TLR4-MyD88 BLA -11, G6PDH CS 3, STAT1 activator 101, Diaphorase act 0.9, NF-kB neuron act 0.66, FLuc inh counter -10 and FLuc stim CS 1.1.
Cc1cccc(CCNS(=O)(=O)c2ccc3c(c2)oc(=O)n3C)c1 was read as APP 5'UTR act 7, Diaphorase inh 7, APP 5UTR inh -7, TLR4-MyD88 BLA -2, G6PDH CS 7, STAT1 activator 96, Diaphorase act 0.9, NF-kB neuron act 0.98, FLuc inh counter -9 and FLuc stim CS 1.1.
`O=C(NCc1ccccn1)c1ccc(CNS(=O)(=O)c2cccc(Cl)c2)cc1` gave Diaphorase inh 10, TLR4-MyD88 BLA 0, G6PDH CS -7, STAT1 activator 110, Diaphorase act 0.9, NF-kB neuron act 1.1, FLuc inh counter -6 and FLuc stim CS 1.1.
Cc1ccc2c(c1)C1CCCC3C1N2CC(=O)N3Cc1ccccc1 (stereo not drawn) was read as APP 5'UTR act -13, Diaphorase inh 25, APP 5UTR inh 13, TLR4-MyD88 BLA -2, G6PDH CS 0, STAT1 activator 95, Diaphorase act 0.8, NF-kB neuron act 0.77, FLuc inh counter -4 and FLuc stim CS 1.
Screening COc1cc(N2CCCC2)c(OC)cc1/C=c1/sc2nc3ccccc3n2c1=O returned APP 5'UTR act 18, Diaphorase inh 26, APP 5UTR inh -18, TLR4-MyD88 BLA 1, G6PDH CS 4, STAT1 activator 100, Diaphorase act 0.7, NF-kB neuron act 0.9, FLuc inh counter 0 and FLuc stim CS 1.
